Assay outcomes deposited in PubChem by National Center for Advancing Translational Sciences (NCATS).
Tau ThT inhib: inhibitors of human tau fibril formation, thioflavin T binding. P10636. recombinant tau K18 P301L, heparin-induced fibrillization, ThT fluorescence. Potency, µM (top dose mostly 57.4 µM), for inactives: top-dose activity, negative = inhibition, most hits filed as inhibitors. 270,000 compounds, 2.1% hits. AID 1460; also: % is scaled to controls: 0 for no effect and ±100 for the full control effect; nearly all actives have a fitted effect of over 55% in size
Target sequence (P10636 561-689 P618L limits assumed): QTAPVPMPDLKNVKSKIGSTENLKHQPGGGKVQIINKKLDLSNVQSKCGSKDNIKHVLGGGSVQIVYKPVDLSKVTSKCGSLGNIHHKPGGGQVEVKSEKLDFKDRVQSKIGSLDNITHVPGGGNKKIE
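Aggregation was driven by heparin (20 uM final) acting on recombinant tau […] bearing P301L in 100 mM sodium acetate pH 7; fibrils were detected with Thioflavin T.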
TRb SRC2 PPI: disrupts binding of human TR beta to SRC2. Potency, µM (highest dose often 106 µM), for inactives: at the top dose activity change, negative = inhibition, actives largely listed as inhibitors. 280,000 compounds, 0.065% hits. TRbeta-SRC2 peptide binding, fluorescence polarization; receptor liganded with 1 µM T3. P10828;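 also: plate controls were bound peptide for no effect and peptide without receptor for full effect; nearly all actives have a fitted effect of over 50% in size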
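Human TRb LBD (0.6 uM) plus Texas Red-labeled SRC2 peptide (20 nM), 1uM T3, 5% DMSO, 5 hr at ambient temperature. Decreased polarization (555/632 nm) flags inhibition; data normalized to free and bound peptide controls.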
Tau fluor counter: counter-screen for tau fibril formation inhibitors. tau K18 P301L Alexa594 fluorescence, heparin fibrillization. Potency, µM (highest dose often 57.7 µM), for the others: at the top dose activity change, negative = decrease. 280,000 compounds, 0.93% hits. AID 1463; also: % is scaled to controls: 0 for no effect and ±100 for the full control effect; nearly all actives have a fitted effect of over 55% in size
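Human tau K18 P301L (15 uM unlabeled, 0.24 uM Alexa 594-labeled) in 100 mM sodium acetate pH 7 with 20 uM heparin, 6 hr at 37 C. ThT 30 uM added, 1 hr ambient; Alexa 594 FP and total fluorescence read at 555/632 nm.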
HTT cytoprotect: Huntington cell model cytoprotection by ATP luminescence | AID 1471 | 230,000 compounds, 0.14% hits | Potency, µM (titrated, usually from 56.4 µM), for the others: cytoprotection (ATP increase), hits mostly activators | PC12 HTT-Q103 induced, cytoprotection, ATP luminescence, 40 h;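 also: % of control where 0% means no effect; nearly all actives have a fitted effect of over 45% in size; toxic huntingtin expression switched on by the ecdysone agonist tebufenozide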
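Rat PC12, Q103 Htt exon1-GFP fusion, ecdysone promoter; tebufenozide inducer 100 nM final; compound titration; qHTS, 1500 cells/well; ATPlite luminescent read.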
TR SRC2 fluor cs: Texas Red fluorescence interference in TRb-SRC2 counter-screen. TRb/SRC2 Texas Red total fluorescence interference. Potency, µM (top dose mostly 106 µM), without a hit: top-dose fluorescence change, negative = quenching. 280,000 compounds, 0.29% hits; active = well fitted curve in either direction with a large enough effect; inconclusive = small, poorly fitted or top-dose-only effect; also: % is scaled to controls: 0 for no effect and ±100 for the full control effect
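Human TRb ligand-binding domain at 0.6 uM with 20 nM Texas Red SRC2 peptide in Tris buffer containing 1 uM T3 and 5% DMSO, incubated with compound 5 h at ambient temperature. Total fluorescence (555/632 nm) calculated as parallel + 2 × perpendicular.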
Tau fibril FP: blocks human tau fibril formation measured by polarization. K18 P301L tau heparin fibrillization, Alexa594 FP, 6 h. P10636. Potency, µM (top dose mostly 57.7 µM), for the others: at the highest dose activity, negative = inhibition, hits mostly inhibitors. 280,000 compounds, 0.39% hits; also: % is scaled to controls: 0 for no effect and ±100 for the full control effect; nearly all actives have a fitted effect of over 55% in size
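FP of Alexa 594-tau after heparin (20 uM) induction. Substrate: human K18 P301L, 15 uM unlabeled, 0.24 uM labeled. Buffer 100 mM sodium acetate pH 7. 6 hr, 37 C.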
L3MBTL1 inh: L3MBTL1 (human) inhibition. Q9Y468. AlphaScreen L3MBTL1–H3K9me1 peptide binding. 230,000 compounds, 0.66% hits. Potency, µM (doses to about 57.1 µM), for the others: top-dose activity, negative = inhibition, usual class: inhibitors; also: % is scaled to controls: 0 for no effect and ±100 for the full control effect; nearly all actives have a fitted effect of over 60% in size
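AlphaScreen assay: L3MBTL1 (50 nM final) was preincubated 30 min at room temperature with biotinylated H3(1-15)K9me1 peptide (75 nM final), then 30 min with library compounds; streptavidin donor and nickel chelate acceptor beads (10 ug/mL final) added, 30 min dark.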
RECQ1 helicase: blocks DNA unwinding by human RECQ1. P46063. RECQ1 DNA unwinding, red fluorescence kinetic read. Potency, µM (doses to about 57.3 µM), for inactives: at the top dose activity, negative = inhibition, hits mostly inhibitors. 240,000 compounds, 0.54% hits. AID 2549;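 also: plate controls were vehicle for no effect and no enzyme for full effect; nearly all actives have a fitted effect of over 30% in size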
Target sequence (P46063 whole entry, looked up): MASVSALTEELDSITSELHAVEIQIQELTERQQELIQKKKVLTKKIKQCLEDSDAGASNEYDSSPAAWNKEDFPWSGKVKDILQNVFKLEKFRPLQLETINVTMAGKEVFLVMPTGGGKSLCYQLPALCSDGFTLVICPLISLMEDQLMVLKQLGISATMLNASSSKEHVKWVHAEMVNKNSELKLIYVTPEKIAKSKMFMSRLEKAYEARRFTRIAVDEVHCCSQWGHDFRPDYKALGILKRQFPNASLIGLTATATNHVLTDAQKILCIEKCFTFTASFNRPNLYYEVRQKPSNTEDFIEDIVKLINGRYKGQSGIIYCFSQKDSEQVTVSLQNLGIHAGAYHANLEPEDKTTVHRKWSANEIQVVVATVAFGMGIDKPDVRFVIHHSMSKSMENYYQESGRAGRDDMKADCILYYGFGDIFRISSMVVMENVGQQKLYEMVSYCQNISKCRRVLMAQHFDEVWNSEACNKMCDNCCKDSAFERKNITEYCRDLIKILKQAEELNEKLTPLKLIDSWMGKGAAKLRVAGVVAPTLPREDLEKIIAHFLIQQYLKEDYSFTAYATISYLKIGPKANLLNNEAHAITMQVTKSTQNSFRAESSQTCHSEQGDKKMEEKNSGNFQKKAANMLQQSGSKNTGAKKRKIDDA
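50 nM RECQ1T1 preincubated 15 min with compound in Tris pH 8.0 buffer with MgCl2, DTT, Tween-20 and 2.5 ug/ml poly(dI-dC); started with 200 nM TAMRA/BHQ-2 forked duplex and 2 mM ATP. Unwinding read as fluorescence (525/598 nm), two reads 2 h apart.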
Active calls of the source: *; i = inactive; u = inconclusive; x = no result given; [ ] = remark or other dose. Unless noted, calls follow the shape of the dose curve; as a rule, active = well fitted curve in the direction sought with a large enough effect; inconclusive = small, poorly fitted or top-dose-only effect, or another doubt; inactive = no such curve, though single readings can be large; an effect the other way counts as inactive or inconclusive. Potency is read from the fitted curve at half-maximal effect. A portion of the library. The share of hits here may be higher or lower than overall.

| mol | Tau fibril FP | RECQ1 helicase | L3MBTL1 inh | TRb SRC2 PPI | Tau fluor counter | HTT cytoprotect | TR SRC2 fluor cs | Tau ThT inhib |
| --- | --- | --- | --- | --- | --- | --- | --- | --- |
| Cc1ccc2nc(Nc3ncc4c(n3)CC(C)(C)CC4=O)nc(C)c2c1 | -4.9% | i | 10.4% | 3.6% | 7.4% | x | 2.5% | -6.0% |
| O=C(Nc1nnc(-c2ccc(F)cc2)o1)c1cccc([N+](=O)[O-])c1 | -5.5% | i | 27.6% | 6.1% | -12.7% | -83.4% | -2.1% | u |
| O=C1CC(c2ccccc2)n2nc(N3C(=O)c4ccccc4C3=O)nc2N1 (configuration not stated) | 4.9% | -5.0% | 6.3% | -1.1% | 6.1% | -2.3% | -0.9% | 4.7% |
| Cc1cc(C)c(C(=O)Nc2ccc(C)c(C)c2)c(CC(C)(C)C(=O)O)c1 | 0.9% | -3.0% | 13.0% | 0.6% | -0.2% | -15.7%[10 µM] | -5.4% | -3.3% |
| CSc1nc(N(C)C)nc(N2CC(=O)N(CCNS(=O)(=O)c3ccc(C)cc3)C2=N)n1 | -2.7% | 2.3% | -1.1% | -5.2% | 1.5% | -12.8%[10 µM] | -0.5% | 3.1% |
| Cc1cccc(C)c1OCCCCc1c(C)n[nH]c1C | -1.6% | 2.3% | x | 4.8% | -10.3% | -5.0% | -1.6% | u |
| O=C(Nc1ccc2c(c1)OCCO2)c1ccc(Cl)c([N+](=O)[O-])c1 | 4.7% | i | -3.0% | -0.9% | u | x | -1.7% | u |
| O=C1C(Nc2cccc(O)c2)=C(N2CCCCC2)C(=O)c2ccccc21 | u | i | u | -13.7%[53 µM] | 17.8µM*[quencher] | -81.2%[inhibitor] | -2.3%[53 µM] | 14.1µM* |
| CCc1ccc(NC(=O)C2CC=CCC2C(=O)O)cc1 (configuration not stated) | 7.0% | 3.2% | -0.5% | 0.6% | 2.9% | -6.9% | -5.3% | -1.8% |
| Cc1ccc(F)cc1NC(=O)N1c2ccccc2NC(=O)CC1C (configuration not stated) | -5.1% | i | 6.3% | 1.9% | 3.3% | -6.4%[10 µM] | -2.4% | -0.1% |

Whole records, looked up by structure.
CCc1ccc(NC(=O)C2CC=CCC2C(=O)O)cc1 (configuration not stated) is entered as Tau fibril FP = 7.0%; RECQ1 helicase = 3.2%; L3MBTL1 inh = -0.5%; TRb SRC2 PPI = 0.6%; Tau fluor counter = 2.9%; HTT cytoprotect = -6.9%; TR SRC2 fluor cs = -5.3%; Tau ThT inhib = -1.8%
CSc1nc(N(C)C)nc(N2CC(=O)N(CCNS(=O)(=O)c3ccc(C)cc3)C2=N)n1 is entered as Tau fibril FP = -2.7%; RECQ1 helicase = 2.3%; L3MBTL1 inh = -1.1%; TRb SRC2 PPI = -5.2%; Tau fluor counter = 1.5%; HTT cytoprotect = -12.8%[10 µM]; TR SRC2 fluor cs = -0.5%; Tau ThT inhib = 3.1%

New compounds follow
| mol | Tau fibril FP | RECQ1 helicase | L3MBTL1 inh | TRb SRC2 PPI | Tau fluor counter | HTT cytoprotect | TR SRC2 fluor cs | Tau ThT inhib |
| --- | --- | --- | --- | --- | --- | --- | --- | --- |
| COc1cc(-c2nc3cnccn3c2Nc2ccc(C)cc2)ccc1O | 12.1% | i | x | -8.8% | u | -30.3% | -5.3% | -23.0% |
| CCn1c2ccccc2c2cc(NC(=O)COc3cc(C)ccc3C)ccc21 | 5.2% | x | x | 0.8% | -21.6% | x | 13.9% | u |
| CCc1nc2sccc2c(=O)[nH]1 | 6.5% | -2.8% | 8.2% | -4.1% | 11.0% | 5.0% | 1.3% | 9.0% |
| Cc1nn(C(C)c2n[nH]c(=S)n2-c2ccc(F)cc2)c(C)c1[N+](=O)[O-] (configuration not stated) | -1.3% | -2.2% | 21.8%[11.4 µM] | -5.3% | -6.7% | 32.1%[10 µM] | -1.8% | -1.8% |
| COC(=O)COc1ccc2oc(-c3ccc(OC)cc3)cc(=O)c2c1 | 0.0% | x | x | 6.9% | -6.2% | x | -0.8% | -11.8% |
| CCn1c(SCC(=O)N2CCCCC2)nc2c(c1=O)SC(C)C2 (configuration not stated) | -13.1% | 0.4% | -3.6% | 14.8% | -4.6% | -16.5%[10 µM] | 1.3% | -9.7% |
| COC(=O)C(C)Sc1n[nH]c(=S)s1 (configuration not stated) | -3.5% | -3.7% | x | -12.8% | -6.4% | 2.2% | -0.9% | -9.2% |
| N#Cc1ccc(C(=O)CSc2nnc(-c3ccc(C(F)(F)F)cn3)s2)cc1 | 3.7% | -3.0% | -3.1% | -4.4% | -5.5% | 9.3%[10 µM] | -1.4% | -17.7% |
| CC(/C=C/c1ccccc1)=N\Nc1nc(-c2ccccc2)cs1 | 11.4% | -9.9% | u | 0.8% | 11.2µM*[quencher] | -0.7%[10 µM] | -3.2% | 7.94µM* |
| COC(=O)CN=C1OC(=O)N2C(=O)C3=C4[C@@H](C[C@H]5C(=O)N(c6ccccc6)C(=O)[C@H]5[C@H]4[C@@]12Cc1ccccc1)[C@H]1C(=O)N(c2ccccc2)C(=O)[C@H]1[C@H]3C | -0.1% | i | x | 9.4% | -0.8% | 33.0%[10 µM] | -2.8% | -8.7% |
| Cc1nnc(SC(C)C#N)n1-c1ccccc1 (configuration not stated) | 7.6% | i | 8.3% | -6.0% | 13.5% | -38.6% | -2.4% | 11.7% |
| CCCC(O)(CCN1CCOCC1)c1ccc(Cl)cc1 (configuration not stated) | -2.1% | i | x | -1.0% | -5.5% | 24.6%[10 µM] | 2.4% | -0.7% |
| O=C(O)c1ncn(Cc2ccc(Br)cc2)c1C(=O)O | 11.7% | i | 8.2% | -2.9% | 8.8% | -6.7%[10 µM] | -2.6% | 0.6% |
| CCOc1ncccc1C(=O)N1CCCSC1=Nc1ccccc1OC | 4.2% | i | 11.7% | -2.1% | -1.7% | 19.1%[10 µM] | 2.8% | -5.7% |
| CSc1ccc(C2c3[nH]c4ccccc4c3CCN2C(=O)CCC2CCCC2)cc1 (configuration not stated) | -0.8% | x | x | 4.1% | 3.3% | x | -2.9% | -1.0% |
| COc1ccc2c(Sc3ccccc3)c(C(=O)N3CCC(C)CC3)[nH]c2c1 | u | x | x | 1.3% | -12.2% | x | 0.0% | -6.6% |
| Cc1cccc(NC(=S)N(CCN(C)C)Cc2cccs2)c1 | 3.2% | -4.1% | x | -1.6% | -6.1% | -7.3% | -4.1% | -3.3% |
| CCCCCCCCCS(=O)(=O)Nc1cc(C)ccn1 | -0.7% | -2.0% | 7.5% | 2.0% | -16.2% | 4.7%[10 µM] | 4.4% | -7.4% |
| COc1cc(/C=N/NC(=O)CN2CCCCC2)ccc1OCc1ccc(Br)cc1 | 6.3% | -1.6% | -1.8% | 4.2% | -6.9% | 24.2%[10 µM] | -5.8% | -9.6% |
| O=C(NC1CCCCC1)/C(=C/c1ccc(Cl)cc1)NC(=O)c1ccccc1 | 3.4% | x | x | -7.6% | 4.6% | x | 0.9% | 4.7% |
| CCCOC(=O)Nc1sc2c(c1C(N)=O)CCCC2 | -4.9% | 9.8% | -2.2% | 12.8%[53 µM] | -7.8% | -3.1%[10 µM] | -2.9%[53 µM] | u |
| CN(C)/C=N/C1=C(C#N)C(c2cccs2)c2ccc3ccccc3c2O1 (configuration not stated) | -0.1% | -3.3% | -22.1% | -3.3% | u | -148.1%[inhibitor] | -0.4% | u |
| Cc1nnc(SCC(=O)NCc2ccco2)n1-c1ccccc1 | -2.9% | i | x | -14.5% | -11.5% | -0.8% | 2.9% | -7.5% |
| COc1ccc(N2CCN(C(CNS(=O)(=O)c3cc(F)ccc3F)c3cccnc3)CC2)cc1 (configuration not stated) | -0.4% | -14.2% | x | 7.1% | -25.1% | 0.2% | -1.6% | u |
| CCCNC(=O)COC(=O)c1ccc(OCC(=O)Nc2ccccc2OC)c(OC)c1 | -3.4% | -1.2% | x | -21.4% | 0.0% | -0.7% | -0.1% | -2.3% |
| O=C(NCc1ccccc1F)C(=O)NCC(c1ccco1)S(=O)(=O)c1ccccc1 (configuration not stated) | -1.8% | x | x | -10.5% | -7.5% | x | -0.2% | -1.8% |
| Cc1nnc(SCc2ccccc2Cl)c2cc3sccc3n12 | -0.2% | x | x | 1.2% | -19.6% | x | -3.7% | u |
| CCn1c(C)cc(/C=C2/NC(=O)N(CC(=O)Nc3cccc(C)c3)C2=O)c1C | -2.0% | i | 0.6% | 2.0% | -26.8% | 4.7%[10 µM] | 3.1% | u |
| O=C(Cc1ccccc1)NN1C(=O)C2C3C=CC(C3)C2C1=O (configuration not stated) | -1.2% | 0.5% | 2.5% | 2.0% | -7.9% | -4.3%[10 µM] | -4.4% | -10.3% |
| Cc1cccn2cc(-c3ccccc3)nc12 | 2.3% | -2.7% | -1.5% | -15.4% | -3.5% | -45.9%[inhibitor] | -2.1% | -10.8% |
| Cc1cccc(C)c1NC(=O)CSc1nc2ncccc2o1 | 3.8% | x | x | -2.7% | -1.1% | x | 1.9% | -1.2% |
| O=C(CSc1nc2ccccc2n1Cc1ccccc1)N/N=C/c1ccco1 | 4.8% | -5.3% | -1.4% | 0.2% | -13.4% | -8.8%[10 µM] | 3.9% | -12.6% |
| O=C(NC(=S)Nc1ccc(N2CCCCC2)cc1)c1ccc2c(c1)OCCO2 | 2.7% | -3.2% | -0.6% | -1.1% | u | x | -0.2% | u |
| COc1ccc2cc(C3CC(c4ccco4)=NN3S(=O)(=O)c3ccccc3)c(Cl)nc2c1 (configuration not stated) | -12.0% | -5.3% | -2.6% | -4.7% | -13.5% | 18.4%[10 µM] | -2.9% | 5.1% |
| Cc1ccc(-c2c(C(=O)NC(C)C)oc(=O)c3ccccc23)cc1 | 4.9% | -5.0% | x | 2.5% | -8.1% | -29.8% | 0.5% | -8.3% |
| Cc1cccc(S(=O)(=O)c2c(C)cc(C)nc2Cl)c1 | 1.8% | 0.1% | 23.3% | -3.2% | -7.4% | -10.6% | -2.4% | -2.2% |
